Source: PubChem (Broad Institute)
ARNT-TACC3 inh = disruptors of ARNT/TACC3 protein interaction, primary screen, biochemical, AlphaScreen, single concentration. hit rate 0.66% among 390,000. Transforming acidic coiled-coil-containing protein 3 (Homo sapiens), Q9Y6A5. AlphaScreen His-ARNT PAS-B/GST-TACC3 binding, luminescence; TACC3 fragment carries E629A point mutation. inhibition, % at 9.99 µM;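 active = mean inhibition of replicates at least 50% and at least half of replicates each reaching 50%; inconclusive = half or more replicates reach 50% but mean below 50%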;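 also: 0% = complete ARNT plus TACC3 wells and 100% = ARNT alone without TACC3; many hits fall short of the cut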
miR122 inh = miR-122 Renilla sensor signal increase in Huh7, primary screen, miR-122 inhibitor project, cell-based, single point, plate reader | Huh7 miR-122 Renilla luciferase sensor, 48 h; neutral wells = 0, positive control = 100 | activation (reporter increase), % at 12.5 µM | hit rate 0.3% among 340,000 | AID 602342, 2012;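 active = mean replicate activation score at least 90 and every replicate individually at or above 90; inconclusive = only one of the two criteria met; inactive = neither criterion met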;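 also: higher luciferase means less miR-122 activity so hits act as miR-122 inhibitors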
ERp5 block = inhibitors of ERp5-driven insulin aggregation, primary screen, biochemical, turbidity, absorbance 650 nm, single point | Protein disulfide-isomerase A6 (Homo sapiens), Q15084 | 90 min | hit rate 0.05% among 350,000 | inhibition, % at 9.99 µM;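 active = mean replicate inhibition above about 25%, with every replicate also reaching it, limit read from the data, passing the limit was not always enough; inconclusive = only one of those two criteria met; inactive = neither criterion met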
Target sequence (Q15084 whole entry, looked up): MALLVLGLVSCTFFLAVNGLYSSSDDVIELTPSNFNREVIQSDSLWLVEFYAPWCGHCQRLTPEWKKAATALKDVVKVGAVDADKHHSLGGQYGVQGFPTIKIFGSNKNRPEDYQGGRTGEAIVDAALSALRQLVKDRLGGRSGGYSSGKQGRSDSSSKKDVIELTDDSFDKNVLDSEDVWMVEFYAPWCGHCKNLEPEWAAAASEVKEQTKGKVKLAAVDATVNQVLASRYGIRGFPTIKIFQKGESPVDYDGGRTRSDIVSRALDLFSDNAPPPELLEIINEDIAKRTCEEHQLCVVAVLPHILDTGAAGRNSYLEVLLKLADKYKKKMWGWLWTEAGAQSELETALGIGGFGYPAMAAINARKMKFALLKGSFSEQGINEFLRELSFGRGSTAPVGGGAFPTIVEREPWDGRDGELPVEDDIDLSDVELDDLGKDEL
esBAF inh = Bmi1 luciferase reporter increase in mESCs, primary screen, esBAF inhibitor project, mouse ES cells, Bmi1 luciferase knock-in, single point; 24 h; 100% = twice the neutral-well signal; reporter increase, % at 12.5 µM; hit rate 2% among 350,000; in the data active = activation above about 40%; inconclusive = no clear call, values can overlap the other calls;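 also: 0% = median of the plate's neutral control wells and 100% = double that signal; a rise in the Bmi1 reporter signal indicates esBAF inhibition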
C2C12 statin = suppressors of statin myotoxicity in C2C12 myotubes, primary screen, cell-based, single point, plate reader; rescue of ATP level, % at 7.49 µM; AID 602340, 2012; hit rate 0.78% among 330,000; C2C12 myotubes + simvastatin, ATP luminescence, 48 h; scaled: DMSO 0, geranylgeraniol control 100;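 active = mean ATP rescue above about 67%, or every replicate alone reaching that limit, limit read from the data, passing the limit was not always enough; inconclusive = no clear call, values can overlap the other calls; inactive = mean under the limit and some replicate under it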;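 also: myotubes were challenged with 10 µM simvastatin during compound exposure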
SIRT5 block = SIRT5 desuccinylase inhibitors, primary screen, biochemical, fluorescence imaging, single point, set 5. hit rate 1.1% among 330,000. NAD-dependent protein deacylase sirtuin-5, mitochondrial (Homo sapiens), Q9NXA8. inhibition, % at 15 µM. Purified SirT5, succinyl-peptide AMC, trypsin-coupled fluorescence. AID 652115, 2013; in the data active = inhibition above about 15%; inconclusive = no clear call, values can overlap the other calls
Target sequence (Q9NXA8 whole entry, looked up): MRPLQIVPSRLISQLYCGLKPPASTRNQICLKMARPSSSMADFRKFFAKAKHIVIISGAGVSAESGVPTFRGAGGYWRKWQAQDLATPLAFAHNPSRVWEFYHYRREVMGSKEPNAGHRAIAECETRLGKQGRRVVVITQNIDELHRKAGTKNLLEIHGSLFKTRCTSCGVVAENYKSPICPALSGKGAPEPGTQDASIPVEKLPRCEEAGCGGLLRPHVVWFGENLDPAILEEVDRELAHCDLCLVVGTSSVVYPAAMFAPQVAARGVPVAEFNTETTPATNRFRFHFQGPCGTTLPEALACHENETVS
Cneo AK release = Cryptococcus neoformans cell lysis inducers, primary screen, AK release luminescence, single concentration | C. neoformans lysis, adenylate kinase release luminescence, 4 h; normalised: neutral wells 0, clomiphene wells 100 | lysis activity, % at 15 µM | hit rate 0.2% among 360,000;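 active = mean lysis activity across replicates of at least 80%, whatever share of replicates individually reach that level; inactive = mean lysis activity below 80%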
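Signal: Adenylate kinase release luminescence | Assay system: Log-phase Cryptococcus neoformans yeast cells | Input: Cells at 5 × 10^6 per mL | Buffer or medium: Fresh YPD growth medium | Compound: Single dose | Schedule: Static 4 h at 37 °C with compound, 1 h detection | Controls: Clomiphene | Read-out: Luminescence rise reflecting yeast cell lysis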
* marks the source's active call; other numbers are inactive results; u = inconclusive; x = no result given; [ ] = another dose, or the depositor's remark.

SMILES	ARNT-TACC3 inh	miR122 inh	ERp5 block	esBAF inh	C2C12 statin	SIRT5 block	Cneo AK release
Cc1sc2ncnc(N(C)C3CCCCC3)c2c1C	-3.9	-12.6	-3.4	10.4	-3.2	-1.9	0.6
CC1CCCCN1S(=O)(=O)c1ccc(C(=O)Nc2nnc(-c3ccco3)o2)cc1 (stereo not drawn)	38.5	2.2	3.1	-14.6	-6.0	0.6	4.5
O=C(CC1CC2CCC1C2)OCC(=O)c1c[nH]c2ccccc12 (stereo not drawn)	0.0	4.7	x	18.3	24.3	x	-1.1
CC1Cc2ccccc2N1C(=O)c1ccc2snnc2c1 (stereo not drawn)	-6.9	1.2	0.9	-3.0	6.4	10.5	-1.3
CN1CC(=O)N/C1=N\C(=O)Nc1ccc2c(c1)N(C)C(=O)CS2	20.5	-1.5	x	5.0	9.9	x	-1.1
C[C@H](CO)N1C[C@H](C)[C@@H](CN(C)S(=O)(=O)c2ccc(Cl)cc2)Oc2ccc(NC(=O)Nc3ccc(C(F)(F)F)cc3)cc2CC1=O	x	-3.2[16.7 µM]	2.7	-1.6	-16.8	0.7	x
Nc1nc(SCc2cccnc2)c2ncn(C3OC(CO)C(O)C3O)c2n1 (stereo not drawn)	-0.2	-1.4	-2.9	-4.2	-6.1	x	1.8
COc1ccc(N2CCC(CNC(=S)Nc3c(C)cccc3C)C2)cc1 (stereo not drawn)	13.0	-4.7	2.6	3.3	14.0	-7.7	3.2
COc1ccccc1CNC(=O)COC(=O)Cc1ccc(F)cc1	18.4	4.3	-0.2	x	x	-3.1	x
C[C@@H]1CN([C@H](C)CO)C(=O)c2cc(-c3ccccc3F)cnc2O[C@H]1CN(C)C(=O)CN(C)C	-0.5	-10.1[16.7 µM]	-0.4	-2.1	10.8	4.9	6.4
Cc1cccc(C(=O)Nc2nnc(Cc3ccccc3)s2)c1	-1.2	-2.1	-0.2	5.0	14.1	0.1	2.7
Cc1nc(SCc2cccc(C(=O)O)c2)nc2c1CCCC2	-6.0	3.3	0.5	-24.2	-3.4	52.1*	x
O=C(CCCc1nc(-c2ccccc2Cl)no1)NC1CCCC1	2.4	-2.0	3.4	-76.9	3.3	-0.3	-6.4
CC(C)CC(=O)Nc1ccc(C(=O)CN2CCC(C)CC2)cc1	3.5	x	2.6	x	x	1.0	x
Cc1ccc(NC(=O)C2CCCCC2C(=O)O)cc1Cl (stereo not drawn)	x	1.8	u	x	x	-0.7	x
CCCCC1=NN2CCS(=O)(=O)N=C2S1	-9.0	x	u	x	x	-0.2	x
CN1C(=O)c2cc(NC(=O)Nc3ccc(F)cc3)ccc2OC[C@@H]2O[C@@H](CC(=O)NC3CCC3)CC[C@H]21	-1.5	-30.0[16.7 µM]	5.5	4.9	-23.0	8.1	-6.2
C[C@H]1CN(S(=O)(=O)c2c(F)cccc2F)CCN1S(=O)(=O)c1ccc2c(c1)OCCO2	0.4	-1.7	2.1	3.8	-2.5	x	7.8
C/C(=N\NS(=O)(=O)c1ccc(C)c([N+](=O)[O-])c1)c1cccs1	-5.1	3.9	14.2	-3.3	13.3	-1.4	1.2
CO[C@H]1CN(C)C(=O)c2ccc(NC(=O)C3CCC3)cc2OC[C@H](C)N(Cc2nccs2)C[C@H]1C	0.1	4.3[16.7 µM]	-1.0	4.7	-1.9	0.4	2.2
N=C(N)N1CCc2ccccc21	-31.5	x	-0.3	x	x	-5.1	x
CC[n+]1c(/C=C/N(C)c2ccccc2)n(-c2ccccc2)c2ccc(-c3nc4ccccc4s3)cc21	40.8	x	x	-47.2	-209.7	x	15.7
O=C(Nc1nccs1)C(=O)c1c[nH]c2ccccc12	6.6	8.2	x	68.1*	-23.4	x	-5.2
NC(=O)[C@@H]1[C@H]2C(=O)O[C@H](c3ccccc3)[C@H](c3ccccc3)N2[C@H](c2ccc(OCCO)cc2)[C@@]12C(=O)Nc1ccc(C#CC3=CCCCC3)cc12	35.4	x	1.6	x	x	13.0	6.4
O=C(c1ccc2c(=O)n3c(nc2c1)CCCCC3)N1CCN(C(c2ccccc2)c2ccccc2)CC1	3.2	-6.2	x	-6.7	u	x	6.6
Next part:
SMILES	ARNT-TACC3 inh	miR122 inh	ERp5 block	esBAF inh	C2C12 statin	SIRT5 block	Cneo AK release
O=C(CCCC(=O)OCC(F)(F)C(F)F)Nc1ccc(NC(=O)CCCC(=O)OCC(F)(F)C(F)F)cc1	0.2	1.2	x	0.9	8.8	x	-3.2
N#C/C(=C\c1cccc(Cl)c1)c1n[nH]c(Cn2cncn2)n1	8.7	x	x	-2.4	6.5	x	-0.1
CCC(Cc1ccccc1)NC(=O)CN(C)S(=O)(=O)c1ccc2c(c1)c(=O)n(C)c(=O)n2C (stereo not drawn)	-3.6	6.3	-1.3	-3.5	-2.3	-3.6	-0.8
COc1ccccc1/C=C/C(=O)N1CCc2cc(OC)c(OC)cc2C1C (stereo not drawn)	2.3	-15.1	-1.5	-5.9	20.7	2.1	-1.8
Cc1ccc(OCCN2CCN(C(=O)CCC(=O)Nc3nnc(C)s3)CC2)cc1	x	-3.0	x	-2.1	-5.7	x	-0.5
CCN(CC)S(=O)(=O)c1ccc(O)c(C(=O)OCC(=O)N(C)Cc2ccccc2)c1	1.2	-2.9	x	-1.8	21.4	x	1.2
Cc1ccccc1N1CCN(S(=O)(=O)c2nnc(NC(=O)c3ccco3)s2)CC1	-4.6	-2.3	-1.3	-1.3	3.5	-1.1	-5.1
N/C(CS(=O)(=O)c1ccc(F)cc1)=N\O	-2.7	-0.5	-0.1	x	x	-1.8	0.9
Cc1ccc(SCc2cc(=O)n3[nH]c(C)nc3n2)cc1	9.1	-5.0	x	0.9	-16.2	x	-1.7
O=C(c1ccco1)[C@@H]1[C@@H]2C(=O)N(c3ccc(Br)cc3)C(=O)[C@@H]2C2c3ccccc3C=CN21 (stereo partly drawn)	15.4	-27.8	x	9.7	7.7	x	1.2
COc1ccc(CSc2cccc3cccnc23)cc1[N+](=O)[O-]	45.0*	x	-2.9	x	x	-0.7	x
CCCNC(=O)C[C@H]1C[C@@H]2c3cc(NC(=O)Nc4ccccc4F)ccc3O[C@@H]2[C@@H](CO)O1	2.6	14.5[16.7 µM]	-3.0	1.1	0.9	0.2	54.1
COc1ccc(C)cc1NC(=O)NC1CCCCCCC1	23.1	6.0	8.5	-4.1	-27.4	-1.9	1.6
COc1cc(NC(=S)NC(=O)c2cc(C)cc(C)c2)ccc1NC(=O)c1cccs1	1.7	-2.2	x	5.2	1.4	x	-0.2
O=C(C1CCC1)N1CCCCN2[C@H](CO)[C@H](c3ccc(-c4ccncc4)cc3)[C@@H]2C1	-0.1	6.6[16.7 µM]	-1.3	3.6	20.4	2.4	-3.2
CN(C(=O)c1ccc(N2CCCCC2)c([N+](=O)[O-])c1)C1CCS(=O)(=O)C1 (stereo not drawn)	-13.8	-2.2	-4.8	x	108.2*	3.8	-0.7
CCCCc1ccc(N=N/C(C(=O)Nc2ccccc2OC)=C(/C)O)cc1	-17.3	-4.0	u	x	x	x	2.6
CN(Cc1ccccc1F)C(=O)c1cccc(NC(=O)CC2SC(N3CCCCC3)=NC2=O)c1 (stereo not drawn)	-3.4	2.9	-1.0	-3.9	13.4	7.2	5.7
O=C(NCc1ccccc1)C(c1ccc(O)cc1)N(C(=O)Cn1nnc(-c2cccs2)n1)c1ccc2c(c1)OCCO2 (stereo not drawn)	-2.3	-0.2	x	3.0	-3.7	x	-1.0
Cc1noc(C)c1NC(=O)N(C)C[C@H]1OCCCC[C@H](C)Oc2ccc(NS(=O)(=O)c3ccc(F)cc3)cc2C(=O)N([C@H](C)CO)C[C@@H]1C	-9.7	4.7[16.7 µM]	-4.8	-3.0	-8.9	4.1	-1.2
O=c1ccc(-c2n[nH]c(=S)n2-c2ccc(F)c(Cl)c2)n[nH]1	-11.4	1.5	0.0	-0.4	9.4	-1.9	2.1
Cc1nc2ccc(S(=O)(=O)N(C)CC(=O)N3CCc4ccccc43)cc2s1	8.8	x	x	4.3	2.4	x	0.1
CCOc1cc(/C=C(\C#N)C(N)=O)ccc1OCc1c(C)no[n+]1[O-]	-5.2	-7.3	2.6	-5.4	8.0	0.1	-0.5
CCNC(=O)CN(c1ccccc1)S(=O)(=O)c1ccc(Cl)cc1	-5.0	3.5	1.9	-2.3	-11.3	-0.9	-1.7
O=C(CN1CCOCC1)N[C@@H]1CC[C@@H](CCNC(=O)Nc2cc(F)ccc2F)O[C@@H]1CO	-12.7	x	1.0	-0.2	4.4	-9.1	-2.2
COc1ccccc1C(=O)NCCC(=O)Nc1ccc(S(=O)(=O)N2CC(C)CC(C)C2)cc1 (stereo not drawn)	x	x	3.5	8.6	2.9	0.7	0.2
CC(=O)c1cccc(NC(=O)c2ccc(OCc3c(C)noc3C)cc2)c1	-11.7	2.0	0.9	15.1	-2.9	-2.0	-1.0
CC(C)[C@H](NC(=O)OC(C)(C)C)c1nnc(SCC(=O)Nc2ccc(Br)cc2)o1	-1.4	7.4	x	-5.8	-2.1	x	11.6

Some of these compounds in order of length of the SMILES, lowest first:
SMILES	ARNT-TACC3 inh	miR122 inh	ERp5 block	esBAF inh	C2C12 statin	SIRT5 block	Cneo AK release
COc1ccc(C)cc1NC(=O)NC1CCCCCCC1	23.1	6.0	8.5	-4.1	-27.4	-1.9	1.6
Cc1ccc(SCc2cc(=O)n3[nH]c(C)nc3n2)cc1	9.1	-5.0	x	0.9	-16.2	x	-1.7
COc1ccc(CSc2cccc3cccnc23)cc1[N+](=O)[O-]	45.0*	x	-2.9	x	x	-0.7	x
COc1ccccc1/C=C/C(=O)N1CCc2cc(OC)c(OC)cc2C1C (stereo not drawn)	2.3	-15.1	-1.5	-5.9	20.7	2.1	-1.8
CC(=O)c1cccc(NC(=O)c2ccc(OCc3c(C)noc3C)cc2)c1	-11.7	2.0	0.9	15.1	-2.9	-2.0	-1.0
Cc1ccccc1N1CCN(S(=O)(=O)c2nnc(NC(=O)c3ccco3)s2)CC1	-4.6	-2.3	-1.3	-1.3	3.5	-1.1	-5.1
CN(Cc1ccccc1F)C(=O)c1cccc(NC(=O)CC2SC(N3CCCCC3)=NC2=O)c1 (stereo not drawn)	-3.4	2.9	-1.0	-3.9	13.4	7.2	5.7
COc1ccccc1C(=O)NCCC(=O)Nc1ccc(S(=O)(=O)N2CC(C)CC(C)C2)cc1 (stereo not drawn)	x	x	3.5	8.6	2.9	0.7	0.2
O=C(C1CCC1)N1CCCCN2[C@H](CO)[C@H](c3ccc(-c4ccncc4)cc3)[C@@H]2C1	-0.1	6.6[16.7 µM]	-1.3	3.6	20.4	2.4	-3.2
Cc1noc(C)c1NC(=O)N(C)C[C@H]1OCCCC[C@H](C)Oc2ccc(NS(=O)(=O)c3ccc(F)cc3)cc2C(=O)N([C@H](C)CO)C[C@@H]1C	-9.7	4.7[16.7 µM]	-4.8	-3.0	-8.9	4.1	-1.2
